Bioassay records as filed in PubChem BioAssay.
EPAC2 ag = qHTS for Agonist of cAMP-regulated guanine nucleotide exchange factor 4 (EPAC2): primary screen; Rap guanine nucleotide exchange factor 4 (Homo sapiens), Q8WZA2; EPAC2 activation, biochemical qHTS; response scale: 100% = 6.5 mM cAMP response; Potency, µM (doses to about 154 µM), for inactives: top-dose activation, actives largely listed as activators; hit rate 0.079% among 360,000; further: potency means the concentration at half of the fitted maximal effect; nearly all actives have a fitted effect of over 50% in size
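In this primary screen, activation is scored as increased exchange of BODIPY-GDP from Rap1B by 100 nM EPAC2, with 50 uM GDP as competitor. Signal is normalized to the 6.5 mM cAMP agonist control.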
PTHR1 agonist = qHTS for PTHR1 Agonists: Primary Screen. Parathyroid hormone/parathyroid hormone-related peptide receptor (Homo sapiens), Q03431. HEK293 GP2 PTHR1 cells, GloSensor cAMP luminescence, 1 h. Potency, µM (doses to about 115 µM), without a hit: at the highest dose activation, hits mostly activators. hit rate 0.075% among 410,000; further: potency means the concentration at half of the fitted maximal effect; nearly all actives have a fitted effect of over 55% in size; some results filed as inactive show a strong effect at the top dose; inactives centre near -15; many of its hits are not listed in these tables
Target sequence (Q03431 whole entry, looked up): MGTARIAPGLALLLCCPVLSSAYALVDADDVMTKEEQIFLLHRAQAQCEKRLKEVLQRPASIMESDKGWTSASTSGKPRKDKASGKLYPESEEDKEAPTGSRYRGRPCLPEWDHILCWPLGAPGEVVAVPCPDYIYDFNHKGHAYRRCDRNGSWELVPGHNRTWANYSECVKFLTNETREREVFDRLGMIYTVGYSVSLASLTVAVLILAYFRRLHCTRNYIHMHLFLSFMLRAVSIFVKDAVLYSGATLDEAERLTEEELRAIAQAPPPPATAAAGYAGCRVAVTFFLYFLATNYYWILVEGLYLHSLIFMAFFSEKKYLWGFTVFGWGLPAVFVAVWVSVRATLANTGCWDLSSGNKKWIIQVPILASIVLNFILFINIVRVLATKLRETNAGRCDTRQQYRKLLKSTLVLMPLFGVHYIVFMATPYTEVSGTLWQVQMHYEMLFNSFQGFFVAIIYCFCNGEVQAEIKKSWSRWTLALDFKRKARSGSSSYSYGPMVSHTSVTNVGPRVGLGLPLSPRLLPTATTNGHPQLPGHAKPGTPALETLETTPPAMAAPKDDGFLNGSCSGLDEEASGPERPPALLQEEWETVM
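HEK-293-derived GP2 cells expressing PTHR1 and a GloSensor cAMP reporter, 3,000/well, plated overnight, given luciferin plus IBMX (each 0.5 mM as added) for 1 h at 37 °C, then compound for 1 h at 37 °C. Luminescence was read after 15 min at room temperature.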
EPAC2 antag = qHTS for Antagonist of cAMP-regulated guanine nucleotide exchange factor 2 (EPAC2): primary screen; Rap guanine nucleotide exchange factor 4 (Homo sapiens), Q8WZA2; hit rate 0.18% among 360,000; EPAC2 GEF exchange of Rap1B-BODIPY-GDP, fluorescence; Potency, µM (top dose mostly 114 µM), inactives show top-dose activity, negative = inhibition, usual class: inhibitors; further: potency means the concentration at half of the fitted maximal effect; on the % scale 0 is the no-effect control and ±100 the full control effect; nearly all actives have a fitted effect of over 45% in size; many of its hits are not listed in these tables
pAkt inh = HTS Assay for Inhibitors of Akt Phophorylation: Primary Screen. Neuro2A IGF-stimulated pAkt S473 HTRF, 20 min; stronger effect = lower value. activity change, % for hits at 50 µM. hit rate 0.32% among 360,000; in the data active means activity change below about -80%; inconclusive means mostly about -51% to -80%; further: on the % scale 0 is the no-effect control and ±100 the full control effect
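Single-point screen (50 µM final compound) in Neuro2A cells stimulated 20 min with 6 nM IGF at 37 deg C. After lysis, Ser473-phosphorylated Akt read by HTRF (ex 330 nm, em 615/665 nm) as the 665/615 ratio.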
MmCpn inh = Inhibitors of TCP-1 ring complex (TRiC) of Methanococcus maripaludis (MmCpn): qHTS; hit rate 0.031% among 330,000; purified Mm-Cpn ATPase, ADP Transcreener TR-FRET; Chaperonin Mm-Cpn (Methanococcus maripaludis); Potency, µM (doses to about 76.9 µM), for inactives: at the top dose activity, negative = inhibition, most hits filed as inhibitors; AID 504842, 2011; further: potency means the concentration at half of the fitted maximal effect; on the % scale 0 is the no-effect control and ±100 the full control effect; nearly all actives have a fitted effect of over 80% in size
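Quantitative HTS used 25 nM Mm-CPN and 10 uM ATP in magnesium/KCl Tris buffer, pH 7.4, with 1 mM DTT. Hydrolysis ran 30 min at 37°C; ADP was read by HTRF.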
DRD3 antagonist = qHTS of D3 Dopamine Receptor Antagonist: qHTS. D3R cells, DiscoveRx beta-arrestin luminescence, antagonist mode; stronger effect = lower value. D(3) dopamine receptor (Homo sapiens), P35462. max response, negative = inhibition, %. hit rate 2.5% among 360,000. AID 652054, 2013; in the data active means max response below about -50%; inconclusive means no clear call, values can overlap the other calls; further: on the % scale 0 is the no-effect control and ±100 the full control effect; mostly tested at two doses, the higher about 12 µM
Target sequence (P35462 whole entry, looked up): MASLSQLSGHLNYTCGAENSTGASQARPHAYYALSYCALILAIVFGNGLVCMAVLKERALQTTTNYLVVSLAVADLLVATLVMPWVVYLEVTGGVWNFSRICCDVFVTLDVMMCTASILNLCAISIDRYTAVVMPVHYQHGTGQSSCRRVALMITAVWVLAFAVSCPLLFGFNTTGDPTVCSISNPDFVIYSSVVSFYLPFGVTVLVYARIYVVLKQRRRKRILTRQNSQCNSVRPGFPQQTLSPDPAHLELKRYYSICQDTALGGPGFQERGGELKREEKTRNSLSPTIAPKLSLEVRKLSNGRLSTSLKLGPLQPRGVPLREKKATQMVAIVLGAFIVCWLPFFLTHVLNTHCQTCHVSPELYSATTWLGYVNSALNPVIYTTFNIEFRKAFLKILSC
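Cells expressing the human receptor were seeded at 1500 cells/well, incubated overnight at 37 degrees C in 5% CO2, then exposed to library compounds with dopamine controls for 90 minutes at 37 degrees C before luminescent detection.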
DRD3 agonist = qHTS of D3 Dopamine Receptor Agonist: qHTS; D3R DiscoveRx beta-arrestin cells, luminescence, 90 min; max activation, %; AID 652048, 2013; hit rate 0.58% among 410,000; in the data active means max activation above about 30%; further: 0% is about no effect; mostly tested at two doses, the higher about 12 µM
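Agonist-mode cell screen: cells plated at 1500/well and incubated overnight at 37 °C, then exposed to library compounds for 90 min at 37 °C. Detection reagent was added for 30–60 min at room temperature, and luminescence was read.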
CCT modulator = High-Throughput Screening for Modulators of Cytosolic Chaperonin Activity; purified chaperonin ATPase assay, HTRF ADP detection, 30 min; activity change, % (test concentration not listed), hits read low; hit rate 0.3% among 360,000; AID 651819, 2012; in the data active means activity change below about -30%; further: on the % scale 0 is the no-effect control and ±100 the full control effect
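Nucleotide hydrolysis assay: TRiC at 20–40 nM final (set by batch activity) with 10 uM ATP, 30 min at 37 °C, in presence of 76 uM compound. Detection by competitive ADP HTRF, 30 min ambient.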
* hit, by the source's call; i = inactive; ? = inconclusive; nt = no result given; [ ] = another dose, or the depositor's remark. Unless noted, the call rests on the fitted dose curve; in most records, active means well fitted curve in the direction sought with a large enough effect; inconclusive means small, poorly fitted or top-dose-only effect, or another doubt; inactive means no such curve, though single readings can be large; an effect the other way counts as inactive or inconclusive.

SMILES	EPAC2 ag	PTHR1 agonist	EPAC2 antag	pAkt inh	MmCpn inh	DRD3 antagonist	DRD3 agonist	CCT modulator
COc1ccc(C2C3=C(CC(C)(C)CC3=O)Nc3c2c(=O)[nH]c2nc(C)nn32)cc1 (configuration not stated)	7%	i	17%	i	0%	17	14	0.7
COc1ccc(/C(O)=C2/C(=O)C(=O)N(CCCN3CCOCC3)C2c2ccc(N(C)C)cc2)cc1 (configuration not stated)	1%	i	4%	i	-1%	0	-4	-1.3
COc1ccc([C@H]2CC(=O)C=C(c3ccc(Oc4ccccc4)cc3)C2)cc1OC	2%	-69%[inhibitor]	9%	i	-6%	3	-2	-0.2
Cc1ccc(NC2=NC(c3ccccc3)n3c(nc(C)cc3=O)N2)c(C)c1 (configuration not stated)	-4%	-13%[57.5 µM]	10%	i	-1%	4	1	2.3
CC(C)=CCc1ccc(O)c(=O)cc1C(C)C	-17%	-17%	1%	i	nt	3	-8	-0.3
CC(C)(C)C1(O)CC(C(F)(F)F)=NN1C(=O)CCCc1ccccc1 (configuration not stated)	-12%	-23%	-14%	i	-3%	-2	2	-1.3
CC(C)c1ccc(CNCc2ccccc2)cc1	-2%	i	0%	i	0%	?	-23	-0.2
CCn1cc(C(=O)N2CCN(Cc3ccc4c(c3)OCO4)CC2)c(=O)c2ccc(C)nc21	11%	-33%[inhibitor][57.5 µM]	-1%	i	-1%	-1	-12	-2.6
COc1ccc(CC(NC(C)=O)C(=O)NC2CCN(S(=O)(=O)c3cccc4ccccc34)CC2)cc1OC (configuration not stated)	-10%	i	5%	i	0%	4	5	-0.8
CCOc1ccc(N(CC(=O)N2CCN(C(=O)CN(c3ccc(OCC)cc3)S(C)(=O)=O)CC2)S(C)(=O)=O)cc1	-10%	-47%[inhibitor]	-10%	i	-2%	-9	-4	1.3
N#CC1CN(C(c2ccccc2)c2ccccc2)C1	-5%	-2%	-7%	i	2%	-10	1	-2.4
CCCn1cccc(C(=O)Nc2ccc(OC)cc2)c1=O	3%	-23%	8%	i	-4%	10	6	-0.1
Cc1cccc(Nc2nc(N)c([N+](=O)[O-])c(NCc3ccccc3)n2)c1	16%	i	-15%	i	2%	-10	1	-2.6
COc1ccc(OC)c(N/C(C)=C/C(=O)c2ccc(C)o2)c1	6%	-6%[57.5 µM]	6%	i	-4%	-17	1	-1.0
CCn1c(=N)c(S(=O)(=O)c2ccccc2)cc2c(=O)n3ccccc3nc21	7%	i	-15%	i	1%	2	5	-1.5
O/N=C/c1cccc[n+]1CCCCCC[n+]1ccccc1/C=N/O	3%	i	-2%	i	2%	11	2	1.4
Cc1cc(C)c(NC(=O)CN(C)CC(=O)Nc2cccc(S(=O)(=O)N(C)c3ccccc3)c2)c(C)c1	19%	-87%[inhibitor]	-3%	i	1%	9	10	-0.5
COc1ccc(N2C(=O)CCC(C(=O)N(C)C3CCCCC3)C2c2ccc(OC)c(OC)c2)cc1 (configuration not stated)	2%	i	6%	i	3%	1	1	-1.0
Cc1cc2ccccc2cc(C)c1=O	3%	i	-3%	i	1%	2	3	0.0
Cc1ccc(NC2=Nc3ccccc3N3C2=Nc2c(c(C)nn2-c2ccccc2)C3c2ccc(O)c(O)c2)cc1 (configuration not stated)	11%	-7%[57.5 µM]	14%	i	-4%	0	4	-2.9
CC(C)C(NC(=O)c1ccc(F)cc1)C(=O)N1CCOCC1 (configuration not stated)	10%	-22%	-3%	i	2%	31	0	0.0
CN1CCN(NC(=O)c2cc(-c3cccc(Cl)c3)nc3ccccc23)CC1	-14%	-21%	-10%	i	1%	-10	-2	1.0
COc1ccc(N2CCN(C(=S)Nc3ccccc3)CC2)cc1	9%	i	15%	i	0%	8	1	1.6
O=C(NCc1ccccc1)C1(C(F)(F)F)C/C(=C/CCO)CCCO1 (configuration not stated)	1%	i	16%	i	nt	2	4	-1.2
Cc1ccc(C(=O)CNc2ccc(C)cc2C)cc1	3%	i	1%	i	2%	-18	-4	-1.3
O=C(CCCN1C(=O)c2ccccc2C1=O)N1CCC(c2ccccc2)C1 (configuration not stated)	1%	-42%[inhibitor]	3%	nt	14%	37	-5	-0.7
CCCCC(CC)C(=O)Nc1ccc(S(=O)(=O)N2CCCC2)cc1 (configuration not stated)	13%	-17%	-9%	i	1%	-6	8	-2.2
Cc1cc(C)cc(N(CC(=O)NC(C)(C)C)C(=O)CCC(=O)Nc2ccccn2)c1	1%	i	0%	i	0%	25	-3	-0.3
CN1CCN(C(=O)C2=C[C@@H](c3ccccc3)C[C@@H](OCCCCO)O2)CC1	11%	12%	0%	i	nt	-10	0	-1.3
CN1CCC(N(C)C(=S)Nc2ccc(SC(F)F)cc2)CC1	-2%	i	2%	i	-7%	17	-4	-1.4
CC(C)c1ccccc1NC(=O)COC(=O)Cc1cccc(C(F)(F)F)c1	6%	-23%	-13%	i	1%	10	4	-0.5
O=C(CN1CCN(C2CCCCC2)CC1)c1c[nH]c2ccccc12	4%	i	1%	i	-1%	-69*	-2	-0.2
Cc1ccc(-n2nnnc2-c2cnc(-c3cccnc3)nc2C(F)(F)F)cc1	8%	-38%[inhibitor]	-3%	i	-6%	5	-1	0.3
CCOc1ccc(NS(=O)(=O)c2cc3c(cc2C)N(C)CCO3)cc1	15%	-7%	-21%	i	0%	9	0	0.7
CN(CC(=O)Nc1ccc(F)c(F)c1F)C(=O)C1CCCCC1	-2%	-5%	3%	i	1%	1	-2	1.5
CCCCOc1ccc(N2CC(C(=O)NCCc3ccc(OC)c(OC)c3)CC2=O)cc1 (configuration not stated)	7%	-7%	-2%	i	-5%	-8	-17	-1.9
c1cc(-n2cnnn2)ccc1NC1=NCCC1	-1%	-14%	10%	i	1%	-3	2	-0.6
O=C1CCCCN1CC(=O)N1CCCC(Nc2ccc(F)cc2)C1 (configuration not stated)	-5%	i	0%	i	-1%	1	2	-0.2
O=C1c2ccccc2C(=O)N1CCc1csc(-c2ccc(F)cc2)n1	14%	i	5%	i	-5%	-11	30*	-1.8
CCNC(=O)Oc1ccc[nH]c1=O	4%	-4%	-12%	i	-7%	-26	-3	-0.3
COc1ccc2[nH]cc(C(=O)C(=O)N3CCCCC3)c2c1	1%	9%	7%	i	-1%	-23	-7	1.3
Cc1cc(Cl)ccc1N(CC(=O)N(C)Cc1ccccc1)S(C)(=O)=O	10%	-2%	-1%	i	nt	22	0	0.1
Cc1ccc(C)c(NC(=O)CN(C)C(=O)c2ccc(COc3ccccc3)cc2)c1	16%	-20%	2%	i	nt	-10	2	0.6
Cc1cc(N2CC(C)OC(C)C2)nc2ccccc12 (configuration not stated)	1%	i	-5%	i	0%	0	-4	-0.6
O=C1CN(C(=O)CC2c3ccccc3-c3ccccc32)CC(=O)N1	-3%	-18%	7%	i	-2%	3	7	1.8

Four entries already listed, sorted by number of heavy atoms, ascending.
SMILES	EPAC2 ag	PTHR1 agonist	EPAC2 antag	pAkt inh	MmCpn inh	DRD3 antagonist	DRD3 agonist	CCT modulator
O=C1CCCCN1CC(=O)N1CCCC(Nc2ccc(F)cc2)C1 (configuration not stated)	-5%	i	0%	i	-1%	1	2	-0.2
O=C1c2ccccc2C(=O)N1CCc1csc(-c2ccc(F)cc2)n1	14%	i	5%	i	-5%	-11	30*	-1.8
COc1ccc(CC(NC(C)=O)C(=O)NC2CCN(S(=O)(=O)c3cccc4ccccc34)CC2)cc1OC (configuration not stated)	-10%	i	5%	i	0%	4	5	-0.8
Cc1ccc(NC2=Nc3ccccc3N3C2=Nc2c(c(C)nn2-c2ccccc2)C3c2ccc(O)c(O)c2)cc1 (configuration not stated)	11%	-7%[57.5 µM]	14%	i	-4%	0	4	-2.9

Only DRD3 antagonist, for 5 of the compounds above:
molecule | DRD3 antagonist
O=C1CN(C(=O)CC2c3ccccc3-c3ccccc32)CC(=O)N1 | 3
Cc1ccc(C)c(NC(=O)CN(C)C(=O)c2ccc(COc3ccccc3)cc2)c1 | -10
Cc1cc(Cl)ccc1N(CC(=O)N(C)Cc1ccccc1)S(C)(=O)=O | 22
COc1ccc2[nH]cc(C(=O)C(=O)N3CCCCC3)c2c1 | -23
Cc1cc(N2CC(C)OC(C)C2)nc2ccccc12 (configuration not stated) | 0

Not all compounds are listed, so the mix of outcomes need not match the whole.
